ERK EGF block: qHTS Assay for Inhibitors of the ERK Signaling Pathway using a Homogeneous Screening Assay; Stimulation with EGF; Potency, µM (highest dose often 11.5 µM), inactives show at the highest dose activity change, negative = inhibition, hits mostly inhibitors; hit rate 0.41% among 130,000; HEK293-V1b, EGF-stimulated phospho-ERK AlphaScreen; active = well fitted inhibition curve with a large enough effect; inconclusive = small, poorly fitted or top-dose-only effect, or effect the other way;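 note: plate controls were stimulated vehicle wells for no effect and unstimulated vehicle basal for full effect; nearly all actives have a fitted effect of over 55% in size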
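Compounds are titrated over HEK293-V1b cells kept overnight in 1% FBS. After 30 min at 37C, EGF (25 nM final) triggers ERK phosphorylation for 5 min, measured by AlphaScreen in lysates.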
* marks the source's active call; other numbers are inactive results; ? = inconclusive; [ ] = dose if it differs, or a comment. Potency is the fitted concentration of half-maximal effect. The list is partial (hit frequency here may not be typical).

ERK EGF block	Structure
5.9%	C[N+]1(C)CCCC(OC(=O)C(O)(c2ccccc2)c2ccccc2)C1 (stereo not drawn)
-1.4%	CCN1CCc2c(OCC(=O)N3CCc4ccccc43)cccc2C1=O
-0.2%	O=C(O)C1=C(C(=O)Nc2cc(C(F)(F)F)ccc2Cl)CCCC1
0.8%	C=CCN(c1ccc(OC)cc1)S(=O)(=O)c1ccc(Cl)c(C(=O)OCC(=O)NC2CC2)c1
-3.6%[57.5 µM]	CC(C)N1CCC(N2CCN(Cc3ccc(Oc4ncccn4)cc3)CC2CCO)CC1 (stereo not drawn)
?	Cc1cc(C(=O)N/N=C/c2ccc(O)c(O)c2O)c(C)n1-c1ccccc1
6.1%	Cc1cc([N+](=O)[O-])nn1Cc1ccc(C(=O)N/N=C/c2ccccc2)cc1
-2.0%	Cc1ccc(-c2nc3cccnc3s2)cc1NC(=O)C1c2ccccc2Oc2ccccc21
-0.1%	O=C(c1ccncc1)N1CCC[C@@]2(CCN(c3cccc(-c4ccccc4)c3)C2)C1
-1.4%	CC(C)NC(=S)Nc1ccc2cn[nH]c2c1
8.9%[57.5 µM]	CN1Cc2c(N3CCOCC3)nc(SCCC#N)c(C#N)c2CC1(C)C
4.7%	COc1cc(-n2c(=O)c3ccccc3n(Cc3cccc(F)c3)c2=O)cc(OC)c1OC
2.9%[57.5 µM]	CCCCN(Cc1cc2cc(C)ccc2[nH]c1=O)C(=O)c1ccccn1
-11.1%[57.5 µM]	O=C(Nc1nc(=O)n(C(=O)c2cccc(C(F)(F)F)c2)s1)c1ccccc1
-0.9%	Cc1nc2ccc(NC(=O)/C=C/C(=O)O)cc2nc1C
0.3%	O=[N+]([O-])c1cnn(-c2nc(-c3cccs3)cc(C(F)(F)F)n2)c1
-2.3%	Cc1nc(NC(=O)c2cccs2)ccc1Br
?	Cc1ccc(C)c(NC(=S)N(Cc2ccc(Cl)cc2)Cc2ccc(C(=O)O)cc2)c1
1.7%	C=CCn1c(C)cc(C(=O)CN2NS(=O)(=O)c3ccccc3C2=O)c1C
-2.9%	C=CCN1CC2(c3ccccc3)CN(CC=C)CC(c3ccccc3)(C1)C2=O
9.4%[57.5 µM]	O=C(O)c1cccc2c1C(=O)c1ccccc1-2
4.2%	Cc1[nH]c2ccccc2c1C1=NNC(=Nc2ccc(F)cc2)SC1
5.1%	Cc1c(Cc2ccccc2)c(=O)oc2cc(OCc3ccc(C(=O)O)cc3)ccc12
-3.5%	Cc1ccc(/C=N/NC(=O)CNC(=O)c2ccc(S(=O)(=O)N(C)C)cc2)o1
-0.3%	COC(=O)Cc1ccc(N(Cc2ccccc2F)S(=O)(=O)c2ccc(Cl)cc2)cc1

Copied from the list:
CCCCN(Cc1cc2cc(C)ccc2[nH]c1=O)C(=O)c1ccccn1 in ERK EGF block has 2.9%[57.5 µM]
O=[N+]([O-])c1cnn(-c2nc(-c3cccs3)cc(C(F)(F)F)n2)c1 in ERK EGF block has 0.3%

Five records picked at random from those above:
ERK EGF block	Structure
4.2%	Cc1[nH]c2ccccc2c1C1=NNC(=Nc2ccc(F)cc2)SC1
-1.4%	CC(C)NC(=S)Nc1ccc2cn[nH]c2c1
5.1%	Cc1c(Cc2ccccc2)c(=O)oc2cc(OCc3ccc(C(=O)O)cc3)ccc12
-11.1%[57.5 µM]	O=C(Nc1nc(=O)n(C(=O)c2cccc(C(F)(F)F)c2)s1)c1ccccc1
2.9%[57.5 µM]	CCCCN(Cc1cc2cc(C)ccc2[nH]c1=O)C(=O)c1ccccn1

Going on with the list.
ERK EGF block	Structure
-9.3%	CCN(CC)c1c([N+](=O)[O-])c(=O)n(C)c2ccccc12
-7.6%[57.5 µM]	CCOC(=O)c1ccccc1NC(=O)c1ccc(F)cc1
2.5%	COC(=O)NNC(=O)COc1ccc2ccccc2c1Br
1.7%	C/C(=N\Nc1cccc(C(F)(F)F)c1)c1ccc(O)cc1
5.9%	Nc1ccccc1C(=O)N/N=C1\C2CN3CCN(C2)CC1(c1ccccc1)C3
-7.8%	COc1cccc(CNC(C)C(=O)Nc2ccc3c(c2)OCCO3)c1 (stereo not drawn)
1.5%[57.5 µM]	O=S(=O)(N/N=C/c1cccnc1)c1ccc(Cl)c(Cl)c1
14.8%[25.7 µM]	Cc1cn([C@@H]2C[C@H](N=[N+]=N)[C@H](CO)O2)c(=O)[nH]c1=O
-7.4%	COc1cccc2cc(-c3nnc(-c4ccccc4)o3)c(=O)oc12
1.2%	O=C(Cn1cncn1)NCc1cccc(OC(F)F)c1
2.8%	S=c1[nH]nc(-c2ccc(Cl)cc2Cl)n1Cc1ccccc1
3.6%[57.5 µM]	COc1cc2c(cc1OC)C(c1ccccc1N)=NCC2
4.3%	CCN(CC)C(=O)C1CC(=O)OC12CCCCC2 (stereo not drawn)
1.0%	O=C(CSc1nc2ccc(Cl)cc2[nH]1)NCCc1ccc(Cl)cc1
-0.4%	NC(=O)C1CCN(C(=O)CCSc2ccc(Cl)cc2)CC1
5.0%[57.5 µM]	Cc1cc(-c2ccccc2)nc2oc(C(=O)NN)c(N)c12
2.5%	COCCN1CCN(Cc2cn[nH]c2-c2cc3ccccc3o2)CC1
-19.4%	CC(C)(C)NC(=O)C(c1cccs1)N(C(=O)c1csnn1)c1ccccc1F (stereo not drawn)
2.1%	Cc1ccnc(NS(=O)(=O)c2ccc(NC(=O)CCS(=O)(=O)c3ccccc3)cc2)n1
1.2%	Nc1ncnc(Nc2ccc(F)cc2)n1
-2.5%	Cc1ccccc1C(=O)OCc1cnc(Cl)s1
-1.5%[57.5 µM]	COc1ccc(N2CCN(S(=O)(=O)c3cn(C)c(=O)n(C)c3=O)CC2)cc1
-0.5%[57.5 µM]	CN(C)N=Nc1nc2c([nH]1)c(=O)n(C)c(=O)n2C
-13.1%[57.5 µM]	O=C1OCCN/C1=C\C(=O)c1ccccc1
-1.2%	CC1CCCCN1S(=O)(=O)c1ccc(C(=O)Nc2ccccc2-c2nc3ccccc3[nH]2)cc1 (stereo not drawn)

Other compounds.
ERK EGF block	Structure
9.8%	Cc1ccc(-n2ncc3ccccc3c2=O)cc1Cl
3.9%	COCCNc1nnc(SCC(=O)Nc2cc(-c3ccccc3)nn2-c2ccccc2)s1
3.2%	CCCCC(=O)N/N=C/c1ccc(N2CCOCC2)c([N+](=O)[O-])c1
4.0%	CC(=O)NCCNc1ccc([N+](=O)[O-])cc1C#N
4.3%	O=C1CC(Nc2ccc(N3CCOCC3)cc2)C(=O)N1c1ccccc1F (stereo not drawn)
-0.2%	COc1cccc(NC(=O)Cn2cc(C#N)c3ccccc32)c1
0.6%	COc1ccc2nc(-c3cccc(N)c3)[nH]c2c1
8.7%	CCCCCCC(=O)OCC(=O)c1ccc2c(c1)NC(=O)CO2
0.3%[57.5 µM]	Cc1nn(-c2ccccc2)cc1/C=N/NC(=O)c1cccs1
1.5%	O=C(CNC(=S)N(Cc1ccccc1F)C1CCCCC1)NCCCN1CCOCC1
4.0%	O=C(c1ccc(Cn2c(=S)[nH]c3ccc(Br)cc3c2=O)cc1)N1CCN(C2CCCCC2)CC1
-0.7%	O=C(/C=C/c1cccs1)N1CCc2ccccc21
2.5%	CCN(CC)S(=O)(=O)c1ccc(NC(=O)COC(=O)CCc2cc(OC)c(OC)c(OC)c2)cc1
-0.1%	CC(=O)Nc1ccc2c(c1)NC(=O)CC2
6.5%	CN(C)c1cc(N/N=C\c2ccccc2)nc(N(C)C)n1
-7.7%	Clc1ccc(CN2CCCCCCC2)cc1
10.3%	O=C(COC(=O)CCc1c[nH]c2ccccc12)Nc1ccc([N+](=O)[O-])cc1
1.8%[57.5 µM]	CC/C=C/C(=O)N1CC2(CC(c3cccc(NC(=O)COc4ccc(Cl)cc4)c3)=NO2)C[C@H]1C(N)=O (stereo partly drawn)
-13.2%[57.5 µM]	O=C(CCCN1C(=O)/C(=C/c2ccccc2Cl)SC1=S)NNC(=O)c1ccc(Cl)cc1Cl
-5.5%	O=C(COc1ccccc1[N+](=O)[O-])N(Cc1ccccc1)c1ccccn1
?	CC1(OC(=O)CCc2ccccc2)C(=O)C=C2C=C(c3ccc(C#N)cc3)N(Cc3ccccc3)C=C2C1=O (stereo not drawn)
6.6%	CN1CCN(C2=Cc3cc(Cl)ccc3Sc3cc(F)ccc32)CC1
0.9%	CCCn1c2c(c(O)c(C(=O)Nc3nc4ccccc4s3)c1=O)CCCC2
?	CC(=O)N(Cc1cccs1)Cc1cc2cc(C)c(C)cc2nc1Cl
0.6%	O=C(Nc1nc2c(s1)CCCC2)c1ccc(S(=O)(=O)N2CCCc3ccccc32)cc1

Later entries
ERK EGF block	Structure
15.6%	COc1ccc(NC(=O)c2ccc(-c3ccc([N+](=O)[O-])cc3)o2)cc1
7.0%	Cc1ccc(-n2c(=O)c3ccccc3n(CC(=O)C(C)(C)C)c2=O)cc1
5.2%[57.5 µM]	Nc1sc(-c2ccccc2)cc1C(=O)N/N=C/c1ccc(Cl)cc1
9.1%	COc1ccc2c(CCNC(=O)Nc3ccccc3)c[nH]c2c1
12.8%[57.5 µM]	Cc1cccc(C)c1NC(=S)NC(C)(C)CO
-6.7%	O=C(CCSCc1ccc(Cl)cc1)NCc1cccnc1
-0.6%[57.5 µM]	Cc1ccc(C(=O)N[C@H](C(=O)OCc2nnc(-c3ccccc3)o2)C(C)C)cc1
-2.0%	CC(C)CN1CCNC(=O)C1CC(=O)N(C)CC1CCOCC1 (stereo not drawn)
-0.3%	CNC(=O)CSc1nnc(-c2ccco2)n1-c1ccc(C)cc1
-1.7%	Cc1nnc(NC(=O)CSc2nc3ccccc3[nH]2)s1
-2.6%	CSc1ccccc1C(=O)Nc1ccccc1C(=O)N1CCCC1
-1.8%	CCOc1ccccc1NC(=O)CSc1nnc2ccc(-c3ccncc3)nn12
-2.6%	Cc1ccc(N2CCN(/N=C/c3ccncc3)CC2)cc1
4.5%	COc1ccc(Cc2noc(CN3CCN(Cc4csc(C)n4)CC3)n2)cc1OC
-0.1%	CN(NC(=O)c1ccccc1)C1=NS(=O)(=O)c2ccccc21
10.6%[57.5 µM]	NC(=O)N/N=C/CCc1ccccc1
?	CC1=C(C)/C(=N\OS(=O)(=O)c2ccc(C)cc2)C=CC1=O
-9.5%	CCC(C)(C)NC(=O)C(c1cccc(OC)c1OC)N(CC(C)C)C(=O)CCC(=O)Nc1cc(C)on1 (stereo not drawn)
-10.4%	CC(=O)Nc1cccc(C(=O)NCC2(N3CCCCC3)CCCCC2)c1
-3.6%	COc1ccc(OC)c([C@@H]2OCCC=C[C@H]2C)c1
-5.1%[57.5 µM]	COC(=O)C1=C(C)Nc2[nH]c(=S)[nH]c(=O)c2C1c1ccc(O)cc1 (stereo not drawn)
-6.7%[57.5 µM]	CC1(c2nnc(-c3ccc(Cl)cc3)o2)CC(c2ccncc2)=NO1 (stereo not drawn)
1.5%	O=C(NCc1cccc(C(F)(F)F)c1)c1cccc(S(=O)(=O)NCc2ccccc2)c1
-10.4%	O=C(COC(=O)C1CCN(C(=O)c2ccc(Cl)cc2)CC1)NC1CCS(=O)(=O)C1 (stereo not drawn)
-4.8%	S=c1[nH]nc(-c2ccccc2Cl)n1Cc1ccccc1

(listing goes on)
ERK EGF block	Structure
-18.4%[57.5 µM]	Cc1cc(C)c2nc(/N=C(\N)NC(=O)c3ccccc3)nc(C)c2c1
5.1%	CCOC(=O)NC(=O)C(=CNc1cccc(OC)c1)C(=O)NC(=O)OCC
-6.1%	CS(=O)(=O)NCc1ccc(C(=O)O)cc1
10.4%	Cc1cccc(NC(=S)N=Nc2c(O)n(C)c3ccc(S(=O)(=O)N4CCOCC4)cc23)c1
0.4%	CN(CC(=O)Nc1ccc(F)cc1)CC(=O)Nc1ccc(F)c(F)c1F
-7.5%	CCOC(=O)CNC(=O)c1cccs1
13.5%[57.5 µM]	COC(=O)c1ccc(CSc2nnc3c(n2)[nH]c2ccccc23)cc1
-38.7%	CC(=O)OCC1O[C@@H](O[C@@H]2C[C@H]3C(C)(C)[C@H](OC(C)=O)CC[C@]3(C)[C@H]3CC[C@]45C[C@]4(CC[C@H]5[C@@H](C)C[C@@H](O)[C@H](O)C(C)(C)O)[C@@]32C)[C@H](O)[C@@H](O)[C@@H]1O (stereo partly drawn)
8.5%	CCC/C(=N\NC(=O)c1ccc(CSc2nncn2C)cc1)c1ccccc1
-5.6%	[O-]c1n[n+](-c2ccc(Cl)cc2Cl)cc2ccccc12
-3.5%[57.5 µM]	OC(C#CCN1CCCCCC1)(c1ccccc1)c1cccnc1 (stereo not drawn)
-6.9%	N=c1sccn1CC(=O)Nc1ccccc1Sc1ccccc1
14.0%	CN(C)c1ccc(C=C2C(=O)OC3(CCCC3)OC2=O)cc1
0.9%	CCn1c(SCC(=O)N/N=C/c2c[nH]c3ccccc23)nnc1-c1ccc(C)cc1
-1.5%	Cc1ccc(CCC(=O)Nc2ncc(Cc3cc(Cl)ccc3Cl)s2)o1
2.0%	CCOC(=O)c1nc2nc(-c3cccs3)cc(C(F)(F)F)n2n1
-1.9%[57.5 µM]	O=C(CSC1=NNC(c2ccccn2)S1)Nc1ccccc1 (stereo not drawn)
7.5%	O=C(Oc1ccc2ccccc2c1Cl)N1CCCCCC1
-0.9%	COc1cccc(-n2cnc3sc4c(c3c2=O)CCC4)c1
1.2%	Cc1ccc(C)c(SCC(=O)NC(=O)Nc2ccc3c(c2)OCCO3)c1
?	CN(C)S(=O)(=O)c1cccc(COC(=O)c2ccc3c(c2)OCO3)c1
-15.0%	Cc1ccc(N/C=C/C(=O)c2cccs2)cc1
-1.9%[57.5 µM]	C=CCn1cnc2c(nnn2Cc2ccc(F)cc2)c1=O
2.4%[57.5 µM]	Cc1ccc(S(=O)(=O)Nc2nc3ccccc3nc2NCC2CCCO2)cc1 (stereo not drawn)
4.5%	N#C/C(=C\c1ccc(-c2ccccc2Cl)o1)C(=O)Nc1nc2ccccc2s1

Given bar-delimited: part of the list above
structure | ERK EGF block
CN(CC(=O)Nc1ccc(F)cc1)CC(=O)Nc1ccc(F)c(F)c1F | 0.4%
Cc1ccc(C)c(SCC(=O)NC(=O)Nc2ccc3c(c2)OCCO3)c1 | 1.2%

Bioassay records: PubChem BioAssay, National Center for Advancing Translational Sciences (NCATS)
